# Screening data (PubChem)
# TcdB GH inh = inhibitors of Clostridioides difficile toxin B glycohydrolase; P18177; TcdB glycohydrolase enzymatic assay, plate reader; inhibition, % at 9.99 µM; hit rate 0.24% among 350,000; in the data active = inhibition above about 10%
# Numbers without * were called inactive. This is a subset (hit frequency here may not be typical).
SMILES,TcdB GH inh
Fc1cccc(-c2ccc(C3[C@H]4CNC[C@@H]3N4Cc3cncnc3)cc2)c1 (some centres undefined),0.1
Cc1ccc(S(=O)(=O)N(C)C[C@H]2OCCCC[C@@H](C)Oc3ccc(NC(=O)Nc4c(C)noc4C)cc3C(=O)N([C@@H](C)CO)C[C@@H]2C)cc1,1.3
COCC#Cc1ccc([C@H]2[C@@H](CO)N3CCCCN(Cc4cccnc4)C[C@H]23)cc1,0.0
C[C@H](CO)N1C[C@H](C)[C@@H](CN(C)Cc2ccc(C(=O)O)cc2)Oc2ncc(-c3ccccc3)cc2C1=O,0.8
Cc1cccc(-c2ccc([C@H]3[C@@H](CO)N4CCCCN(C(=O)c5ccc6c(c5)OCO6)C[C@@H]34)cc2)c1,-1.3
CCCN(C)C[C@@H]1OCCCC[C@@H](C)Oc2ccc(NC(=O)CCCN(C)C)cc2C(=O)N([C@H](C)CO)C[C@H]1C,0.8
COCC#Cc1ccc2c(c1)O[C@@H](CN(C)C(=O)C1CCCCC1)[C@@H](C)CN([C@@H](C)CO)S2(=O)=O,0.0
COc1cccc(NC(=O)N2C[C@@H](O)COC[C@@H]3O[C@@H](CC(=O)NC4CCC4)CC[C@H]32)c1,-4.1
CC=Cc1ccc2n(c1=O)C[C@@H]1[C@@H](CO)[C@H](C(=O)NCc3ccccn3)[C@H]2N1CC1CC1 (mixture of isomers),0.9
C[C@@H]1CN([C@@H](C)CO)C(=O)c2cc(-c3cccc(C#N)c3)cnc2O[C@H]1CN(C)Cc1ccncc1,-0.8
COc1ccc(S(=O)(=O)Nc2ccc3c(c2)CC(=O)N([C@@H](C)CO)C[C@@H](C)[C@@H](CN(C)CC2CC2)O3)cc1,0.7
CN1C(=O)c2cc(NC(=O)C3CCCC3)ccc2OC[C@@H]2O[C@@H](CC(=O)NCC3CC3)CC[C@@H]21,-13
CN(C)C(=O)c1ccc(-c2ccc3c(c2)[C@H]2[C@H](CCN2C(=O)c2ccccc2)[C@H](CO)N3)cc1,0.7
COC(=O)C[C@H]1CC[C@H]2[C@@H](COc3ccc(NC(=O)c4cccs4)cc3C(=O)N2C)O1,1.0
CO[C@H]1CN(C)C(=O)c2cc(NC(=O)NC3CCCCC3)ccc2OC[C@@H](C)NC[C@H]1C,-0.6
COc1ccc(S(=O)(=O)Nc2ccc3c(c2)C(=O)N([C@H](C)CO)C[C@@H](C)[C@@H](CN(C)CC2CC2)O3)cc1,-4.1
O=C(NCC[C@@H]1CC[C@@H](NC(=O)C2CCC2)[C@H](CO)O1)c1ccc(F)cc1,0.3
COc1ccc2c3c(n(C)c2c1)[C@@H](CO)N(Cc1ccccc1OC)CC31CCN(C)CC1,-7.0
C[C@H]1CN([C@@H](C)CO)C(=O)c2cc(-c3ccc(C#N)cc3)cnc2O[C@@H]1CN(C)Cc1ccccn1,-0.6
CCCN1C[C@@H](C)[C@@H](OC)CN(C)C(=O)c2cc(NC(=O)c3ccc(F)cc3)ccc2OC[C@@H]1C,1.7
CN1C(=O)c2cc(NC(=O)Cc3cccs3)ccc2OC[C@H]2O[C@H](CC(=O)O)CC[C@H]21,0.2
C[C@@H]1CCCCO[C@H](CN(C)C(=O)Nc2ccc(F)cc2)[C@H](C)CN([C@H](C)CO)C(=O)c2cc(NC(=O)c3ccncc3)ccc2O1,-2.0
COc1ccc(CN(C)C[C@@H]2Oc3ccc(NC(=O)NC(C)C)cc3CC(=O)N([C@@H](C)CO)C[C@H]2C)cc1,-4.0
O=C(C[C@H]1CC[C@H](NS(=O)(=O)c2ccc(F)cc2)[C@H](CO)O1)NC1CCCCC1,-0.3
COCC#Cc1cnc2c(c1)C(=O)N([C@H](C)CO)C[C@@H](C)[C@@H](CN(C)C(=O)c1ccc(F)cc1)O2,-0.4
# (listing goes on)
SMILES,TcdB GH inh
O=C([C@H]1[C@H](CO)[C@H]2Cn3c(cccc3=O)[C@H]2N1CC1CCCCC1)N1CCOCC1,-0.4
O=S(=O)(c1cccs1)N1CCCCN2[C@H](C1)[C@@H](c1ccc(Br)cc1)[C@@H]2CO,0.0
CC(C)CC#Cc1ccc([C@H]2[C@@H](CO)N3C(=O)CN(C(=O)c4ccccn4)C[C@H]23)cc1,0.3
Cc1noc(C)c1S(=O)(=O)N(C)C[C@H]1Oc2ccc(NS(=O)(=O)c3ccccc3)cc2CC(=O)N([C@H](C)CO)C[C@@H]1C,-0.7
CC(C)CC#Cc1cnc2c(c1)C(=O)N([C@@H](C)CO)C[C@@H](C)[C@@H](CN(C)Cc1ccccc1C(=O)O)O2,1.3
CCC(=O)N1C[C@@H](C)[C@H](OC)CN(C)C(=O)c2cc(NC(=O)c3ccccc3)ccc2OC[C@@H]1C,-1.4
CC(C)NC(=O)N[C@H]1CC[C@@H](CC(=O)O)O[C@H]1CO,-0.4
C[C@@H]1CN([C@H](C)CO)C(=O)Cc2cc(NC(=O)Nc3cccc4ccccc34)ccc2O[C@@H]1CN(C)C(=O)Nc1ccccc1,0.5
CC(C)CC#Cc1cnc2c(c1)C(=O)N([C@@H](C)CO)C[C@@H](C)[C@@H](CN(C)C(=O)c1ccc(F)cc1)O2,0.7
CC(C)NC(=O)N1CC[C@@H]2[C@H]1c1cc(Br)ccc1N(C)[C@@H]2CO,1.7
CC(=O)N1CC(=O)N2[C@@H](CO)[C@@H](c3ccc(C#Cc4cccnc4)cc3)[C@@H]2C1,1.1
CNC(=O)C[C@@H]1CC[C@H]2[C@@H](COc3ccc(NC(=O)c4ccccc4OC)cc3C(=O)N2C)O1,-0.7
COC(=O)C1=C/c2ccccc2C(C2CC2)N(Cc2ccc(OC)cc2)/C=C\1C(=O)OC (centres undefined),0.3
O=C(C[C@H]1C=C[C@H](NC(=O)C2CC2)[C@@H](CO)O1)NCc1ccccc1Cl,-1.6
CC(C)NC(=O)Nc1ccc2c(c1)C(=O)N([C@H](C)CO)C[C@H](C)[C@H](CN(C)C(=O)Nc1ccc3c(c1)OCO3)O2,0.6
C[C@@H]1CCCCO[C@H](CN(C)S(=O)(=O)c2ccccc2)[C@H](C)CN([C@H](C)CO)C(=O)c2cc(NC(=O)C3CCCCC3)ccc2O1,0.9
CC=Cc1ccc2n(c1=O)C[C@H]1[C@H](CO)[C@@H](C(=O)N3CCc4ccccc4C3)N(C(=O)C3CC3)[C@@H]21 (mixture of isomers),-0.2
CO[C@@H]1CN(C)C(=O)c2cc(NC(=O)c3ccc4c(c3)OCO4)ccc2OC[C@@H](C)N(CC2CC2)C[C@@H]1C,-2.2
C[C@H](CO)N1C[C@H](C)[C@H](CN(C)Cc2ccc(Oc3ccccc3)cc2)Oc2ccc(NS(=O)(=O)c3cn(C)cn3)cc2CC1=O,0.6
CCC(=O)N1C[C@H](C)[C@H](OC)CN(C)C(=O)c2ccc(NS(C)(=O)=O)cc2OC[C@H]1C,0.6
C[C@@H]1CCCCO[C@H](CN(C)Cc2ccc(Cl)c(Cl)c2)[C@@H](C)CN([C@H](C)CO)C(=O)c2cc(NC(=O)NC3CCCCC3)ccc2O1,-0.1
O=C(c1ccccc1)N1CC[C@@H]2[C@H]1c1cc(C#Cc3ccccc3F)ccc1N[C@@H]2CO,1.5
CO[C@@H]1CN(C)C(=O)c2ccc(NC(=O)c3cccc(Oc4ccccc4)c3)cc2OC[C@@H](C)NC[C@H]1C,1.1
O=C(c1ccccn1)N1C[C@@H]2[C@H](c3ccccc31)[C@H](CO)N2C(=O)C1CCOCC1,0.2
O=C(Nc1ccccc1F)N1CC(=O)N2[C@H](C1)[C@H](c1ccc(C#CC3CCCC3)cc1)[C@@H]2CO,0.7
# Further results:
SMILES,TcdB GH inh
O=C(c1cccnc1)N1C[C@@H]2[C@H](c3ccccc31)[C@@H](CO)N2CC1CCCCC1,-2.4
CCCNC(=O)N1[C@@H](CO)[C@@H]2c3ccccc3N(C(=O)Nc3cccc(F)c3)C[C@@H]21,0.0
C[C@H](CO)N1C[C@H](C)[C@H](CN(C)C(=O)Nc2ccccc2)Oc2ccc(NC(=O)Nc3ccccc3)cc2C1=O,-0.5
CN(C)C(=O)c1ccc(-c2ccc3c(c2)[C@@H]2[C@@H](CCN2C(=O)C2CCOCC2)[C@H](CO)N3C)cc1,1.0
O=C(O)C[C@H]1CC[C@H](NC(=O)Nc2cc(F)ccc2F)[C@@H](CO)O1,0.7
C/C=C/c1ccc2c(c1)O[C@H](CN(C)C(=O)Nc1ccc(F)cc1)[C@@H](C)CN([C@@H](C)CO)S2(=O)=O,0.6
C[C@@H]1CN([C@H](C)CO)C(=O)c2cc(C#C[C@@H](C)O)cnc2O[C@H]1CN(C)C(=O)CN1CCOCC1,-1.2
C[C@@H]1CN([C@H](C)CO)C(=O)c2cc(NC(=O)CCCN(C)C)ccc2O[C@@H](C)CCCCO[C@@H]1CN(C)CC1CCCCC1,1.0
O=C(C[C@@H]1C[C@H]2c3cc(NC(=O)NC4CCCC4)ccc3O[C@H]2[C@H](CO)O1)NCc1ccccc1F,-0.6
O=C(Nc1cccc(F)c1)N1CC(=O)N2[C@H](CO)[C@@H](c3ccc(C#CCC4CCCC4)cc3)[C@@H]2C1,-12
O=C(Cc1ccccc1)N1CC(=O)N2[C@H](C1)[C@@H](c1ccc(-c3ccccc3)cc1)[C@@H]2CO,0.5
C[C@@H]1CN([C@@H](C)CO)C(=O)c2cc(NC(=O)Cn3cnnn3)ccc2O[C@@H]1CN(C)C(=O)Nc1ccccc1,0.5
COc1cccc(-c2ccc([C@H]3[C@@H](CO)N4CCCCN(CC5CCOCC5)C[C@@H]34)cc2)c1,0.0
C/C=C/c1ccc(C2[C@H]3CNC[C@@H]2N3S(=O)(=O)c2cn(C)cn2)cc1 (some centres undefined),-0.3
COc1ccc(CN(C)C[C@H]2OCCCC[C@@H](C)Oc3ccc(NS(=O)(=O)c4cn(C)cn4)cc3C(=O)N([C@@H](C)CO)C[C@H]2C)cc1,0.4
CC(C)NC(=O)N1CCCCN2[C@H](C1)[C@H](c1ccc(C#C[C@@H](C)O)cc1)[C@@H]2CO,-0.8
CC(C)NC(=O)Nc1ccc2c(c1)CC(=O)N([C@@H](C)CO)C[C@@H](C)[C@@H](CN(C)C(=O)Nc1ccc3c(c1)OCO3)O2,0.3
COc1ccc(CN(C)C[C@@H]2Oc3ccc(NC(=O)c4ccncc4)cc3CC(=O)N([C@H](C)CO)C[C@H]2C)cc1,-1.8
COC(=O)[C@@]1(CCS(=O)(=O)c2ccccc2)COC(c2ccc(OCCCO)cc2)=N1,-9.3
OC[C@H]1[C@H](c2ccc(C#Cc3ccccc3F)cc2)[C@H]2CN(CC3CCOCC3)CCCCN21,1.1
Cc1noc(C)c1S(=O)(=O)Nc1ccc2c(c1)C(=O)N([C@H](C)CO)C[C@H](C)[C@H](CN(C)C(=O)Nc1ccc3c(c1)OCO3)O2,2.6
CC(C)NC(=O)N(C)C[C@@H]1Oc2ncc(-c3cccc(C(F)(F)F)c3)cc2C(=O)N([C@H](C)CO)C[C@@H]1C,0.2
CCC(=O)N(C)C[C@@H]1Oc2cc(-c3ccc(F)cc3)ccc2S(=O)(=O)N([C@@H](C)CO)C[C@@H]1C,-13
CC(=O)N1[C@@H]2Cn3c(ccc(-c4ccncc4)c3=O)[C@H]1[C@@H](C(=O)NC1Cc3ccccc3C1)[C@@H]2CO,-1.1
CO[C@H]1CC[C@H]2CCN(C)C(=O)[C@@H](C)[C@@H](OC)CN(C)C(=O)c3cc(C#N)ccc3OC[C@@H]1O2,-0.5

# An excerpt from above in order of length of the SMILES, lowest first:
SMILES,TcdB GH inh
O=C(O)C[C@H]1CC[C@H](NC(=O)Nc2cc(F)ccc2F)[C@@H](CO)O1,0.7
C/C=C/c1ccc(C2[C@H]3CNC[C@@H]2N3S(=O)(=O)c2cn(C)cn2)cc1 (some centres undefined),-0.3
COC(=O)[C@@]1(CCS(=O)(=O)c2ccccc2)COC(c2ccc(OCCCO)cc2)=N1,-9.3
O=C(c1cccnc1)N1C[C@@H]2[C@H](c3ccccc31)[C@@H](CO)N2CC1CCCCC1,-2.4
CC(C)NC(=O)N1CCCCN2[C@H](C1)[C@H](c1ccc(C#C[C@@H](C)O)cc1)[C@@H]2CO,-0.8
O=C(C[C@@H]1C[C@H]2c3cc(NC(=O)NC4CCCC4)ccc3O[C@H]2[C@H](CO)O1)NCc1ccccc1F,-0.6
CCC(=O)N(C)C[C@@H]1Oc2cc(-c3ccc(F)cc3)ccc2S(=O)(=O)N([C@@H](C)CO)C[C@@H]1C,-13
C[C@@H]1CN([C@H](C)CO)C(=O)c2cc(C#C[C@@H](C)O)cnc2O[C@H]1CN(C)C(=O)CN1CCOCC1,-1.2
C[C@H](CO)N1C[C@H](C)[C@H](CN(C)C(=O)Nc2ccccc2)Oc2ccc(NC(=O)Nc3ccccc3)cc2C1=O,-0.5
C[C@@H]1CN([C@@H](C)CO)C(=O)c2cc(NC(=O)Cn3cnnn3)ccc2O[C@@H]1CN(C)C(=O)Nc1ccccc1,0.5
CC(=O)N1[C@@H]2Cn3c(ccc(-c4ccncc4)c3=O)[C@H]1[C@@H](C(=O)NC1Cc3ccccc3C1)[C@@H]2CO,-1.1
COc1ccc(CN(C)C[C@H]2OCCCC[C@@H](C)Oc3ccc(NS(=O)(=O)c4cn(C)cn4)cc3C(=O)N([C@@H](C)CO)C[C@H]2C)cc1,0.4

# Next section.
SMILES,TcdB GH inh
Cc1noc(C)c1S(=O)(=O)Nc1ccc2c(c1)CC(=O)N([C@@H](C)CO)C[C@@H](C)[C@H](CN(C)S(=O)(=O)c1ccccc1)O2,1.6
Cn1cnc(S(=O)(=O)N2CC[C@@H]3[C@H]2c2cc(C#CC4CCCC4)ccc2N[C@@H]3CO)c1,-0.5
CO[C@@H]1CN(C)C(=O)c2ccc(NS(=O)(=O)c3cccc(F)c3)cc2OC[C@H](C)NC[C@@H]1C,-0.5
C=C[C@@H](COC(C)=O)N(C(=O)OC(C)(C)C)S(=O)(=O)c1ccc(Br)cc1,0.8
C[C@@H]1CN([C@@H](C)CO)C(=O)c2cc(C#CC(C)(C)O)cnc2O[C@H]1CN(C)C(=O)CC1CC1,0.6
CC(C)NC(=O)N(C)C[C@@H]1Oc2c(NC(=O)C3CCCCC3)cccc2C(=O)N([C@H](C)CO)C[C@@H]1C,0.1
C[C@H]1CN([C@@H](C)CO)C(=O)c2cccc(NC(=O)NC3CCCCC3)c2O[C@@H]1CN(C)C(=O)Nc1ccccc1,-2.9
C[C@H]1CN([C@@H](C)CO)C(=O)c2cc(NC(=O)CCN3CCOCC3)ccc2O[C@H]1CN(C)Cc1ccc(Cl)c(Cl)c1,0.6
CO[C@H]1CN(C)C(=O)c2ccc(NS(C)(=O)=O)cc2OC[C@@H](C)N(C(=O)C2CCCC2)C[C@H]1C,-0.3
